Compound activity: PubChem BioAssay, National Center for Advancing Translational Sciences (NCATS)
VP16 counter = VP16 counterscreen qHTS for inhibitors of ROR gamma transcriptional activity; Potency, µM (top dose mostly 53.6 µM), without a hit: at the highest dose activity, negative = inhibition, hits mostly inhibitors; Drosophila S2 Gal4-VP16 UAS-luciferase, luminescence, 20 h; actives 3.5% (n = 310,000);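 also: Gal4-VP16 expression switched on by copper sulfate through the metallothionein promoter; % is scaled to controls: 0 for no effect and ±100 for the full control effect; nearly all actives have a fitted effect of over 50% in size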
BRCA1 expr up = qHTS Assay to Identify Small Molecule Activators of BRCA1 Expression. actives 1.1% (n = 380,000). AID 624202, 2012. Potency, µM (doses to about 46.1 µM), for inactives: top-dose activation, hits mostly activators. MCF7-BRCA1-FFLuc reporter, luminescence, 48 h; response scale: scaled: vehicle 0%, 10 µM genistein 100%; also: nearly all actives have a fitted effect of over 80% in size; some results filed as inactive show a strong effect at the top dose
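Luminescence from a BRCA1-driven firefly luciferase in MCF7 cells was read after 48 h compound exposure at 37 C. Data normalized against DMSO and a 10microM genistein activation control, then curve-fitted across the titration.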
p53 reactivator = qHTS assay for re-activators of p53 using a Luc reporter; H1299 p53-A138V BP100-luciferase reporter, luminescence, 24 h; Potency, µM (highest dose often 92.2 µM), without a hit: at the top dose activity change, positive = activation, actives largely listed as activators; actives 0.063% (n = 320,000); AID 504706, 2011; also: % of control where 0% means no effect; nearly all actives have a fitted effect of over 45% in size
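p53-null H1299 cells stably carrying temperature-sensitive p53-A138V and a BP100-luciferase reporter were pinned with compounds (4-point, 1:5 series) and held 24 hrs at 37 deg C. Luminescence was read 10 min after detection reagent.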
NPC1 promoter act = qHTS Assay for NPC1 Promoter Activators; Huh7 NPC1 promoter luciferase reporter, 24 h; Potency, µM (doses to about 9.22 µM), without a hit: top-dose activation, most hits filed as activators; actives 2.4% (n = 320,000);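 also: % of control where 0% means no effect; nearly all actives have a fitted effect of over 60% in size; reporter is driven by a mutant NPC1 promoter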
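Huh7 cells stably carrying NPC1 promoter–luciferase, plated in Opti-MEM with 10% FBS for 2 h, were exposed to compound in DMSO for 24 h at 37 °C; luciferase reagent was added for 10 min and luminescence read.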
Rab9 promoter act = qHTS Assay for Rab9 Promoter Activators; Huh7 Rab9 promoter-luciferase reporter, luminescence, 24 h; Potency, µM (doses to about 9.22 µM), without a hit: at the top dose activation, negative = inhibition, usual class: activators; actives 2.8% (n = 320,000); also: % of control where 0% means no effect; nearly all actives have a fitted effect of over 60% in size
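Cell-based reporter: Huh7 stable for Rab9 promoter-driven luciferase, plated in reduced-serum medium with 10% FBS at 1500 cells/well, compound-treated 24 h at 37 °C, luminescence read after 10 min reagent.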
uPA generation = qHTS for Inhibitors of Cell Surface uPA Generation; AID 540303, 2011; cell surface uPA generation assay, qHTS; Potency, µM (doses to about 38.3 µM), for inactives: top-dose activity change, negative = inhibition, actives largely listed as inhibitors; actives 0.31% (n = 330,000); active = well fitted inhibition curve with a large enough effect; inconclusive = small, poorly fitted or top-dose-only effect; inactive = no such curve, though single readings can be large or run the other way; tested in mouse RAW 264.7 cells; also: % is scaled to controls: 0 for no effect and ±100 for the full control effect; nearly all actives have a fitted effect of over 55% in size
MBNL1-CUG inh = qHTS Assay for Inhibitors of MBNL1-poly(CUG) RNA binding. Muscleblind-like protein 1 (Homo sapiens), Q9NR56. TR-FRET MBNL1-His/biotin-(CUG)12 binding, 665/545 ratio. Potency, µM (top dose mostly 57.5 µM), for the others: top-dose activity change, negative = inhibition, usual class: inhibitors. actives 0.036% (n = 280,000); active = well fitted inhibition curve with a large enough effect in the signal ratio, with a control signal flat, not every such curve was filed as active; inconclusive = small, poorly fitted or top-dose-only effect, or effect the other way, or a change in a side signal; inactive = no such curve, though single readings can be large or run the other way; the % refers to the signal ratio; also: % is scaled to controls: 0 for no effect and ±100 for the full control effect
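MBNL1-His + Biotin-(CUG)12, cpd titration 92 nM–58 uM; Tb anti-His Ab 0.055 ng/ul, SA-XL665 5 nM (final); 60 min RT; ratiometric 665/545 nm, Ex 340 nm; normalized to buffer and full-complex controls.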
FLuc modulator = qHTS profiling assay for firefly luciferase inhibitor/activator using purifed enzyme and Km concentrations of substrates (counterscreen for miR-21 project); Luciferin 4-monooxygenase (Photinus pyralis), P08659; purified FLuc, Km substrates, luminescence inhibition; Potency, µM (doses to about 57.5 µM), for the others: top-dose activity change, negative = inhibition, actives largely listed as inhibitors; actives 6.9% (n = 360,000); AID 588342, 2011;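 also: plate controls were vehicle for no effect and reference inhibitor for full effect; nearly all actives have a fitted effect of over 55% in size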
Target sequence (P08659 whole entry, looked up): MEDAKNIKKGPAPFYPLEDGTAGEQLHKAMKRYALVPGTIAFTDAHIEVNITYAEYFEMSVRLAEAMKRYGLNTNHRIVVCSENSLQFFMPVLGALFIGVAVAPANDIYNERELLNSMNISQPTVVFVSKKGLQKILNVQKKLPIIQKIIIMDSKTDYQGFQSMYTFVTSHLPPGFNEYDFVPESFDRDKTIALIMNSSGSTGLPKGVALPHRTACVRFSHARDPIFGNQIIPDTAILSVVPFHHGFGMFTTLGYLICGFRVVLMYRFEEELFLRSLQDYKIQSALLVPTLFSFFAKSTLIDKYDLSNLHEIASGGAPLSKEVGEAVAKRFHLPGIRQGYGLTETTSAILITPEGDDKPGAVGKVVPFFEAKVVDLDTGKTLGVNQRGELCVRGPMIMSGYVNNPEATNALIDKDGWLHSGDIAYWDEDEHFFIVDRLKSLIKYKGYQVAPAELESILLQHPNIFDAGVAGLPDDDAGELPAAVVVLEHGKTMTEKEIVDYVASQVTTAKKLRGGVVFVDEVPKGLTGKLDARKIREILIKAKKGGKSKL
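Purified P. pyralis luciferase (10nM final) with 10uM D-luciferin and 10uM ATP (Km levels) in 50mM Tris acetate pH 7.5, 10mM Mg acetate, 0.01% Tween-20, 0.05% BSA; qHTS 6-point titration, ~60 µM downward; luminescence read.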
CXXC DNA block = qHTS Fluorescence Polarization Assay for Inhibitors of MLL CXXC domain - DNA interaction. Histone-lysine N-methyltransferase 2A (Homo sapiens), Q03164. MLL-CXXC / FITC-HOXA9 DNA fluorescence polarization. Potency, µM (doses to about 115 µM), without a hit: at the top dose activity change, negative = inhibition, hits mostly inhibitors. actives 0.037% (n = 290,000). AID 2662, 2010; active = well fitted inhibition curve with a large enough effect in the polarisation, with a control signal flat, not every such curve was filed as active; inconclusive = small, poorly fitted or top-dose-only effect, or effect the other way, or a change in a side signal; inactive = no such curve, though single readings can be large or run the other way; the % refers to the polarisation
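Fluorescence polarization: 7 uM MLL-CXXC (stock) preincubated 5 min with compounds, then 50 nM fluorescein-HOX-A9 DNA (stock) added; 30 min ambient. Buffer 50 mM Tris-HCl pH 7.5, 50 mM NaCl, 1 mM DTT, 0.05% BSA.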
ELG1 genotox = qHTS screen for small molecules that induce genotoxicity in human embryonic kidney (HEK293T) cells expressing luciferase-tagged ELG1; HEK293T ELG1-luciferase reporter, luminescence, 16 h; Potency, µM (doses to about 46 µM), for the others: at the highest dose activity change, positive = activation, actives largely listed as activators; actives 1.3% (n = 330,000); also: % of control where 0% means no effect; nearly all actives have a fitted effect of over 60% in size
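ELG1-luciferase HEK293T cells, 2,000/well; compound pinned in; 16 hr, 37 °C, 5% CO2; ONE-Glo, 30 min RT; luminescence on CCD imager.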
RORg inh = qHTS for inhibitors of ROR gamma transcriptional activity | Nuclear receptor ROR-gamma (Mus musculus), P51450 | Drosophila S2 Gal4-RORgamma UAS-luciferase reporter, 20 h | Potency, µM (titrated, usually from 53.6 µM), without a hit: at the top dose activity change, negative = inhibition, most hits filed as inhibitors | actives 5.4% (n = 310,000) | AID 2551, 2010; also: % is scaled to controls: 0 for no effect and ±100 for the full control effect; nearly all actives have a fitted effect of over 60% in size
Target sequence (P51450 whole entry, looked up, the tested form may be a part): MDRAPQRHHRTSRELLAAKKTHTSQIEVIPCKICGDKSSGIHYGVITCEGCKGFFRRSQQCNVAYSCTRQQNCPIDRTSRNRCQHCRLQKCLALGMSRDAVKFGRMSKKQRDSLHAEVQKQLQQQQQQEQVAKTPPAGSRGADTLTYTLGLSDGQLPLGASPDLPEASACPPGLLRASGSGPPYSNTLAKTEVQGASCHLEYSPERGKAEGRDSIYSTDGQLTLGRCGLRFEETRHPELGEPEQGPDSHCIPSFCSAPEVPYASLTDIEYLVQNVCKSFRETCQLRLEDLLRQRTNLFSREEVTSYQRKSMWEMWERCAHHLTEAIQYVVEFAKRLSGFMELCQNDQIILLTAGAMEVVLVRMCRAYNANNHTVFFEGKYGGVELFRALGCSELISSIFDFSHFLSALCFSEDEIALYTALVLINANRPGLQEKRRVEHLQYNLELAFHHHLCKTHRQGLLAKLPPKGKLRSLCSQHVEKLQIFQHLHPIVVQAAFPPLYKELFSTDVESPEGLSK
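Luciferase reporter read in Schneider cells carrying Gal4-RORγ (mouse) and UAS-Photinus luciferase; cells given compound 1 h before 700 uM copper sulfate induction, then incubated 20 h at ambient temperature.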
* marks the source's active call; other numbers are inactive results; u = inconclusive; x = not tested or not shown; & = joins results of further samples; [ ] = dose if it differs, or a comment. Unless noted, calls follow the shape of the dose curve; as a rule, active = well fitted curve in the direction sought with a large enough effect; inconclusive = small, poorly fitted or top-dose-only effect, or another doubt; inactive = no such curve, though single readings can be large; an effect the other way counts as inactive or inconclusive. Potency is read from the fitted curve at half-maximal effect. An excerpt; the hit share may differ from the screen's.

SMILES	VP16 counter	BRCA1 expr up	p53 reactivator	NPC1 promoter act	Rab9 promoter act	uPA generation	MBNL1-CUG inh	FLuc modulator	CXXC DNA block	ELG1 genotox	RORg inh
O=C(NCCc1ccccc1)c1ccc(Cl)c(S(=O)(=O)N2CCCC2)c1	2%	33%	-3%	-1%	-2%	-1%	-4%	4%	0%	-3%	19%
Cc1ccc(S(=O)(=O)N2CCCC2)cc1C(=O)NCCN1CCOCC1	26%	-24%	5%	18%	20%	6%	-4%	u	10%	u	36%
COc1ccc(C(=O)N2CCCC(C(=O)c3ccccc3OC)C2)cc1OC (configuration not stated)	3%	-3%	-1%	-4%	-3%	-8%	3%	2%	-16%	1%	15%
Cc1occc1C(=O)NC1CCCCCC1	7%	59%	u	17%	-1%	5%	-1%	-2%	6%	10%	-9%
Cc1cc(C(=O)N/N=C/c2cccnc2)n[nH]1	-10%	9%	7%	0%	11%	-3%	x	-5%	2%	2%	4%
COc1cccc(CN2C(=O)NC3(CCCCCC3)C2=O)c1	-3%	-4%	-3%	-5%	5%	0%	1%	-12%	1%	0%	5%
CCC(=O)c1cc(F)c(N2CCN(C(=O)c3ccco3)CC2)cc1C	u	53%	4%	15%	11%	-10%	1%	0%	12%	u	u
C[n+]1cccc(C(=O)NNC(=O)C23CC4CC(CC(C4)C2)C3)c1	4%	-1%	-3%	0%	-1%	8%	3%	-2%	7%	-1%	-19%
CCN=C1SC(CC(=O)NCC)C(=O)N1CC (configuration not stated)	-2%	8%	3%	-2%	-2%	-2%	0%	4%	-4%	3%	-27%
Cc1ccc(S(=O)(=O)N(C)CC(=O)N(CC(C)C)C2CCS(=O)(=O)C2)cc1 (configuration not stated)	x	-3%	1%	-1%	2%	1%	x	-35%	x	1%	x
CCCN(CC(=O)Nc1ccccc1C)C(=O)c1ccc2c(c1)OCO2	x	-15%	-7%	0%	-4%	1%	x	1%	x	1%	x
O=C1c2ccccc2C(=O)N1CN(C(=O)COc1ccccc1)c1ccccc1	-10%	-1%	-5%	-3%	4%	4%	7%	6%	1%	0%	25%
Cn1cccc1Cc1nnc(SCC(=O)N2CCCCCC2)n1-c1ccc(F)cc1	7%	-16%	12%	1%	0%	5%	6%	3%	4%	3%	21%
Cc1cc(C)c2nc(C(F)(F)F)nc(N3CC(C)OC(C)C3)c2c1 (configuration not stated)	18%	36%	x	x	x	-7%	5%	-1%	5%	x	5%
CN1CCC(=NNC(=O)CN(c2ccc([N+](=O)[O-])cc2)S(=O)(=O)c2ccccc2)CC1	-4%	-13%	-3%	-1%	3%	-4%	u	-1%	3%	6%	-13%
CCc1ccc2ncc(C(=O)c3ccccc3)c(N3CCOCC3)c2c1	-1%	0%	-2%	-3%	4%	-10%	-5%	1%	16%	-4%	12%
Fc1ccccc1CNc1ccc(Cl)cc1	14%	29%	4%	-4%	-2%	-1%	9%	u	3%	6%	31%
Cc1noc(/C=C/N(C)C)c1S(=O)(=O)N(C)CC(=O)NC1CCCCC1	u	-4%	-14%	-4%	-7%	-3%	-3%	2%	-11%	-1%	17%
CCOc1ccc(N(CC(=O)NCC2CCCO2)C(=O)CCC(=O)Nc2nccs2)cc1 (configuration not stated)	1%	-13%	0%	-3%	-7%	2%	2%	-1%	-3%	0%	16%
O=C(Oc1ccc(Cl)cc1N1C(=O)CCC1=O)c1ccco1	4%	-41%	-3%	-3%	-5%	-10%	-6%	-1%	124%[activator]	-2%	28%
O=C(Nc1cccc(S(=O)(=O)C(F)F)c1)c1ccc(Cl)c(S(=O)(=O)N2CCOCC2)c1	u	-64%	-6%	-3%	-9%	-4%	2%	-1%	8%	-10%	11%
O=C(COc1ccccc1)NNC(=O)c1cc2ccccc2o1	-7%	-4%	2%	1%	1%	1%	2%	-11%	-6%	1%	4%
CN(CC(=O)NCCN1CCOCC1)S(=O)(=O)c1ccc(F)cc1	-9%	-1%	5%	0%	1%	-3%	-5%	2%	6%	-1%	u
Cc1cccc(C)c1NC(=O)CN(C)C(=O)c1ccccc1Cc1ccccc1	x	-16%	2%	-8%	-7%	0%	x	1%	x	-2%	x
CCN1CCN(c2cc3c(nn2)Oc2ccccc2N3C)CC1	-23%	u	u	29%	u	6%	47%[activator]	17µM*	2%	u	-40%
SMILES	VP16 counter	BRCA1 expr up	p53 reactivator	NPC1 promoter act	Rab9 promoter act	uPA generation	MBNL1-CUG inh	FLuc modulator	CXXC DNA block	ELG1 genotox	RORg inh
Clc1ccccc1CN1CCN(/N=C/C=C\c2ccco2)CC1	11%	u	5%	13%	u	-5%	8%	17µM*	-3%	13%	15%
Cc1ccc(S(=O)(=O)c2cnc(-c3ccccc3)nc2N2CCN(C)CC2)cc1	-4%	-13%	-3%	-6%	-1%	u	-17%	2%	1%	-1%	3%
O=C(NN=C1CCCCCC1)c1ccc(Cl)s1	13µM*	19%	21%	-3%	-1%	2%	-2%	u	-3%	-1%	u
COCCn1cnc2c1c(=O)n(CC(=O)OCC#N)c(=O)n2Cc1ccccc1	2%	0%	1%	-1%	-1%	-1%	-6%	-1%	-1%	0%	14%
CC(=O)c1ccc(NC(=O)CN2CCC(NC(=O)C3CCCCC3)CC2)cc1	14%	15%	1%	-3%	-2%	-4%	0%	3%	-7%	1%	-32%
Cc1nc2ncnn2c(C)c1CCC(=O)N1CCc2ccccc2C1	-2%	1%	7%	1%	1%	2%	-3%	8%	5%	-4%	2%
O=C(NCc1ccco1)c1ccc(Cl)c(S(=O)(=O)Nc2ccccc2)c1	4%	-7%	2%	0%	-14%	0%	-5%	-1%	4%	-3%	26%
Cc1cc(C)c2nc(N(CCCN(C)C)C(=O)c3ccc(S(=O)(=O)N4CC(C)OC(C)C4)cc3)sc2c1 (configuration not stated)	x	-32%	0%	-1%	-6%	-2%	x	4%	x	-2%	x
CCOC(=O)Cn1cnc2c(nnn2-c2cccc(Cl)c2)c1=O	-3%	1%	-4%	0%	-2%	3%	1%	2%	20%	-1%	-12%
C(=N\c1nc2ccccc2n1CCN1CCCCC1)/c1cccs1	-3%	-36%	2%	-3%	-6%	-4%	5%	5%	3%	4%	0%
CCOC(=O)c1cc(CC)sc1N	19%	20%	6%	-13%	6%	-4%	-19%	1%	-4%	0%	-1%
COC(=O)c1cccc(C23CC4(C2)[C@H](CN(CC2CCCCC2)[C@@H]4c2ccccc2)C3c2ccccc2)c1 (some centres not stated)	3%&-2%	0%	3%	-9%	-9%	10%	1%	1%	31%[activator]	-1%	-5%&7%
CC1CCCCC1NC(=O)c1nn(C)c(=O)c2ccccc12 (configuration not stated)	5%	-24%	3%	-3%	-1%	-5%	-5%	-6%	2%	1%	-26%
O=C(CCn1c(=O)oc2ccccc21)N1CCOCC1	0%	6%	17%	0%	3%	1%	-6%	-6%	1%	-5%	17%
Cc1cccc(OCC(=O)Nc2ccc(N3CCN(C(=O)c4ccco4)CC3)cc2)c1	-24%	-57%	-3%	-15%	-23%	0%	-16%	-2%	7%	-12%	32%
Cc1cccc(NS(=O)(=O)c2c(C)n[nH]c2C)c1	-2%	13%	1%	-3%	0%	16%	10%	0%	-4%	2%	3%
CC(/C=C1\SC(=S)N(NC(=O)c2ccccc2C)C1=O)=C\c1ccccc1	-11%	-15%	6%	-3%	-2%	0%	10%	-10%	11%	-2%	-26%
CN(c1cccc(NC(=O)c2ccc(Cl)c(S(=O)(=O)N3CCOCC3)c2)c1)S(C)(=O)=O	17%	-30%	-11%	-1%	-1%	7%	-7%	-17%	3%	-12%	12%
COc1ccc(N2CCN(C(=O)CCCn3nnnc3CN3CCOCC3)C(C)C2)cc1 (configuration not stated)	-1%	-3%	-4%	0%	3%	1%	-4%	-1%	9%	0%	u
CC(=C/C(=O)O)/C=C/c1ccc(Cl)o1	u	-5%	3%	-9%	-5%	2%	1%	1%	11%	2%	-9%
